Source: PubChem BioAssay
Autophagy mod – modulators of autophagy | calls only at 10 µM (by protocol) | MEF GFP-LC3 puncta imaging; test concentration mostly 10 µM | 0.98% of 190,000 active;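 active means percentage of spot-positive cells more than 3 SD above its plate mean, without a fluorescence outlier flag or 80% toxicity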;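 further: spot-positive cell cutoff set from DMSO-treated cells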
Dengue-2 NS5 capping – flavivirus cap methylation enzyme inhibition – biochemical, confirmation dose response, primary screen (AID 588689) | Dengue-2 NS5 methyltransferase capping enzyme assay, biochemical; higher % means a stronger effect | inhibition, % at 25 µM; hits with a dose series show IC50 in µM | 0.3% of 340,000 active; in the data active means a potency from the dose series
WT yeast gro inh – growth inhibition of WT yeast, mitochondrial fusion screen. 2.1% of 190,000 active. mitochondrial fusion phenotypic screen, WT strain. inhibition, % at 10 µM; in the data active means inhibition above about 58%; tested in S. cerevisiae
RSV CPE inhibition – inhibition of RSV-induced cytopathic effect – HEp-2 cells, primary 10 µM value included (AID 2391). HEp-2 cells, RSV-induced CPE inhibition; higher % means a stronger effect. CPE inhibition, % at 10 µM, or IC50 in µM where a hit was titrated. 0.13% of 310,000 active; in the data active means a potency from the dose series; further: strong numbers were not always called active
GPR35 antagonists – GPR35 antagonists blocking zaprinast-driven arrestin recruitment, primary screen, imaging, U2OS, beta-arrestin-GFP, zaprinast agonist (AID 2058); U2OS GPR35 beta-arrestin-GFP translocation imaging, zaprinast antagonism; higher % means a stronger effect; one-dose inhibition, % at 10 µM; IC50 in µM for titrated hits; 0.052% of 290,000 active;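 active means inhibition of at least 50% with at least 30 cells and total cytoplasm GFP at most 10,000,000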
AID2073 – inhibitors of Mint1-CaV2.2 protein interaction, biochemical, HTRF (AID 2073) | HTRF protein-protein interaction, Mint1-CaV2.2; higher % means a stronger effect | 0.19% of 290,000 active | one-dose inhibition, % at 20 µM; IC50 in µM for titrated hits; in the data active means inhibition mostly above about 51%, no sharp cut-off; further: some results filed as inactive read as strong as hits
K1F lysis inhibition – protection from phage-mediated lysis, alamar blue read-out – E. coli UTI89, K1F phage, bacterial capsule biogenesis inhibitors (AID 488966); E. coli UTI89 K1F phage lysis, alamar blue, 2 h; higher % means a stronger effect; 0.02% of 340,000 active; one-dose inhibition, % at 100 µM; IC50 in µM for titrated hits;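 active means phage lysis inhibition, versus mean bacterial control, above a set limit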;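 further: capsule biogenesis inhibitors block K1F phage lysis so surviving cells raise fluorescence; higher fluorescence means more inhibition of phage lysis; actives were called in the ten point dose series up to 300 µM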
LYP phosphatase – PTPN22 lymphoid phosphatase activity blockers – biochemical, fluorescence intensity, uHTS (AID 1779); recombinant LYP phosphatase, fluorescence intensity; higher % means a stronger effect; inhibition, % at 11.5 µM; hits with a dose series show IC50 in µM; 0.054% of 290,000 active; in the data active means inhibition above about 50%;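 further: plate controls were vehicle with enzyme for no effect and no enzyme for full effect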
NTR1 ag – NTR1-driven beta-arrestin-GFP spot formation – imaging, U2OS cells, high content, primary screen (AID 493036) | P30989 | agonist mode | activation, % at 20 µM | 0.17% of 330,000 active;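 active means activation at or above 40% of the spot to cytoplasm intensity ratio, with at least 20 cells analyzed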;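 further: 0% = DMSO without peptide and 100% = 100 nM NTR1 peptide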
Target sequence (P30989 whole entry, looked up): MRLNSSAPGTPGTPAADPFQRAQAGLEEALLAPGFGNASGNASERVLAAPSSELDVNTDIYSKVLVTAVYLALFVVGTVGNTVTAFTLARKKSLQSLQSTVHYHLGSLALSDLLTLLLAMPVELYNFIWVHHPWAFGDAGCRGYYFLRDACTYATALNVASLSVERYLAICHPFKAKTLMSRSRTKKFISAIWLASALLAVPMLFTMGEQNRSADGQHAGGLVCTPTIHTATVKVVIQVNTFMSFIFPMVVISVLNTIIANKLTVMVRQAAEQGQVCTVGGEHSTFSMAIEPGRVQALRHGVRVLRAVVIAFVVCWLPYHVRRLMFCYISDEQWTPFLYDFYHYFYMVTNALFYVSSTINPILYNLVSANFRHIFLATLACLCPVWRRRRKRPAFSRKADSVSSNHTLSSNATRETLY
WT yeast gro inh mutant strain – recorded beside WT yeast gro inh, whose call it bears; inhibition, %; mitochondrial fusion phenotypic screen, mutant strain inhibition
Autophagy mod cell loss 18 h – second read-out of Autophagy mod, no call of its own (marks repeat the call); toxicity, %; measured here: cell loss, nuclei count;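 cell loss after 18 h compound exposure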
NTR1 ag cell count 20 µM – second read-out of NTR1 ag, no call of its own (marks repeat the call); cell count; measured here: cell count, cytotoxicity flag
Dengue-2 NS5 capping pilot replicate – further read-out of Dengue-2 NS5 capping, marked with its call; inhibition, %; measured here: pilot screen replicate inhibition
An asterisk follows results filed as active; i = inactive; . = no result given; + = active, no number; [ ] = dose if it differs, or a comment.

SMILES | Autophagy mod | Autophagy mod cell loss 18 h | Dengue-2 NS5 capping | WT yeast gro inh | WT yeast gro inh mutant strain | RSV CPE inhibition | GPR35 antagonists | AID2073 | K1F lysis inhibition | LYP phosphatase | NTR1 ag | NTR1 ag cell count 20 µM | others
COc1ccc(S(=O)(=O)N(CC(=O)O)Cc2ccccc2)cc1OC | i | -2 | -2% | -12 | -9 | 0.1% | 3% | -3% | 4.5% | 4% | 0.5 | 34
COc1ccc(-c2cc(C(F)(F)F)nc(N)n2)cc1 | i | 2 | -7% | -17 | -4 | 4.1% | 14% | 8% | 0.0% | -4% | 1.3 | 65
O=C(Nc1cccc(OC(F)(F)F)c1)c1ccc(Br)o1 | i | -14 | -7% | 27 | 18 | 6.9% | -2% | 1% | 1.5% | -2% | 6.7 | 88
O=C(c1ccc(Cn2ccc([N+](=O)[O-])n2)cc1)N1CCN(Cc2ccccc2)CC1 | . | . | 5% | . | . | . | 5% | 0% | 0.8% | -8% | 0.5 | 54
CCOc1cc(C2C(C(=O)N3CCCCC3)=C(C)NC3=C2C(=O)CC(C)(C)C3)ccc1O (stereo not given) | i | 2 | -1% | 8 | 10 | 0.6% | 2% | -4% | 0.5% | -8% | -3.0 | 88
C=CCSC(=S)Nc1c(C)n(C)n(-c2ccccc2)c1=O | i | 14 | -11% | -7 | -2 | 2.2% | 2% | -11% | 1.7% | -8% | 0.4 | 54
Cc1cc(N)c(NC2=CC(=O)CC(C)(C)C2)cc1C | i | -60 | -4% | -14 | -9 | 3.2% | 1% | -16% | 0.2% | -6% | 0.1 | 83
Nc1c(-c2ccc(Cl)cc2)cnn1-c1ccccc1 | . | . | 0% | . | . | 2.4% | 10% | -2% | 0.7% | -4% | -0.9 | 85
CCC(=O)Nc1nnc(-c2ccc(OC)cc2)o1 | i | 4 | -3% | 11 | 5 | 1.9% | 10% | -2% | -0.3% | -10% | -1.7 | 45
COCc1c(C(=O)OCC(=O)c2c(N)n(CC(C)C)c(=O)n(C)c2=O)oc2ccccc12 | i | 16 | 2% | -2 | -12 | 19% | 0% | 0% | 0.6% | -8% | 1.6 | 77
C/C=C/C1=CC(=O)C[C@H](c2ccc(OC)c(OC)c2)C1 | . | . | -6% | . | . | 3.1% | . | . | -0.4% | . | 4.8 | 51
COC(=O)C1CCN(C(=O)COC(=O)CSc2ccc(C(N)=O)cc2[N+](=O)[O-])CC1 | . | . | -5% | . | . | -0.6% | . | . | 1.1%[50 µM] | . | -0.6 | 46
COc1cccc(C(=O)C2CCCN(C/C=C/c3ccccc3OC)C2)c1 (stereo not given) | i | -21 | -4% | 41 | 28 | -2.5% | -4% | 0% | 0.3% | -7% | 0.6 | 69
CSc1ccccc1NS(=O)(=O)c1ccc2c(c1)OCCO2 | i | -3 | -2% | 25 | -5 | 2.5% | -3% | 3% | 6.8% | 0% | -0.1 | 66
COc1ccccc1NC(=O)c1nnn(Cc2ccccc2)c1NC(C)=O | i | 19 | -1% | 15 | 0 | -0.2% | -1% | 20% | 0.7% | -3% | -0.9 | 78 | Dengue-2 NS5 capping pilot replicate=0.0
O=C(NCC(c1ccco1)N1CCc2ccccc2C1)c1ccc(Cl)c([N+](=O)[O-])c1 (stereo not given) | . | . | 5% | . | . | -1.8% | . | . | 0.4%[50 µM] | . | 18 | 54
O=C(Nc1ccc2oc(-c3ccc4ccccc4c3)nc2c1)c1cccs1 | + | -13* | -3% | -1 | -9 | 46% | -5% | 18% | 0.2% | -8% | 10 | 42
O=c1[nH]c2cc3c(cc2cc1CN(Cc1ccc2c(c1)OCO2)Cc1nnnn1CC1CCCO1)OCO3 (stereo not given) | i | 2 | 13% | 22 | 0 | -0.9% | 5% | -2% | 0.2% | -3% | 3.0 | 59
COC(c1ccccc1)c1nnc(CCC(=O)N(C)C(C2CC2)C2CC2)o1 (stereo not given) | i | -7 | -4% | -3 | 7 | 1.8% | 5% | -9% | 0.2% | -2% | -0.6 | 80
CN(C)CC(O)CN(c1ccccc1)c1ccccc1 (stereo not given) | . | . | . | . | . | 0.6% | -4% | -3% | . | -5% | 0.4 | 52
COc1cccc(-c2nc(CS(=O)(=O)CC(=O)N3CCc4ccccc4C3)c(C)o2)c1 | i | -6 | 7% | 1 | 1 | 10% | -13% | 0% | 4.9% | 0% | -1.1 | 68
CCOc1ccccc1NS(=O)(=O)c1csc(C(N)=O)c1 | . | . | -2% | . | . | 1.9% | -4% | 0% | 0.1% | -4% | 0.2 | 88
COc1ccc(NC(=O)CSCC(=O)Nc2cccc(S(=O)(=O)N3CCCCCC3)c2)cc1 | . | . | -6% | . | . | 14% | . | . | 0.0%[50 µM] | . | 1.5 | 44
O=S(=O)(Nc1cc(Cl)ccc1-n1cncn1)c1cc(Br)ccc1Br | . | . | 7% | . | . | 13% | . | . | 0.8%[50 µM] | . | 1.5 | 60
COc1ccc(C(C(=O)NC2CCCCC2)N(C(=O)c2csnn2)C2CC2)cc1 (stereo not given) | . | . | -3% | . | . | 1.5% | -7% | 6% | 0.1% | -13% | -1.2 | 41

Ordered by length of the SMILES (descending): some entries from above.
SMILES | Autophagy mod | Autophagy mod cell loss 18 h | Dengue-2 NS5 capping | WT yeast gro inh | WT yeast gro inh mutant strain | RSV CPE inhibition | GPR35 antagonists | AID2073 | K1F lysis inhibition | LYP phosphatase | NTR1 ag | NTR1 ag cell count 20 µM | others
COc1cccc(-c2nc(CS(=O)(=O)CC(=O)N3CCc4ccccc4C3)c(C)o2)c1 | i | -6 | 7% | 1 | 1 | 10% | -13% | 0% | 4.9% | 0% | -1.1 | 68
COc1ccc(C(C(=O)NC2CCCCC2)N(C(=O)c2csnn2)C2CC2)cc1 (stereo not given) | . | . | -3% | . | . | 1.5% | -7% | 6% | 0.1% | -13% | -1.2 | 41
O=S(=O)(Nc1cc(Cl)ccc1-n1cncn1)c1cc(Br)ccc1Br | . | . | 7% | . | . | 13% | . | . | 0.8%[50 µM] | . | 1.5 | 60
O=C(Nc1ccc2oc(-c3ccc4ccccc4c3)nc2c1)c1cccs1 | + | -13* | -3% | -1 | -9 | 46% | -5% | 18% | 0.2% | -8% | 10 | 42
CCOc1ccccc1NS(=O)(=O)c1csc(C(N)=O)c1 | . | . | -2% | . | . | 1.9% | -4% | 0% | 0.1% | -4% | 0.2 | 88
Cc1cc(N)c(NC2=CC(=O)CC(C)(C)C2)cc1C | i | -60 | -4% | -14 | -9 | 3.2% | 1% | -16% | 0.2% | -6% | 0.1 | 83

Other compounds
SMILES | Autophagy mod | Autophagy mod cell loss 18 h | Dengue-2 NS5 capping | WT yeast gro inh | WT yeast gro inh mutant strain | RSV CPE inhibition | GPR35 antagonists | AID2073 | K1F lysis inhibition | LYP phosphatase | NTR1 ag | NTR1 ag cell count 20 µM | others
N#Cc1ccc(NC(=O)CN2C(=O)NC(Cc3ccccc3)C2=O)cc1 (stereo not given) | i | -9 | 2% | 6 | 5 | 1.8% | -13% | -2% | 5.9% | -9% | 0.2 | 60
OCc1ccc(-c2nn(Cc3ccccc3)c3ccccc23)o1 | . | . | 2% | . | . | 3.1% | . | . | 0.5% | . | 0.1 | 60
COc1ccccc1CNC(=O)c1c(-c2ccccc2)nn(-c2ccccc2)c1C | i | 32 | -9% | 14 | 0 | 6.5% | 5% | 6% | 6.1% | 3% | 1.4 | 41
CCN(CC)C(=O)c1c[nH]c2ccc(S(=O)(=O)Nc3cc(C)cc(C)c3)cc2c1=O | i | 4 | -8% | -23 | -18 | 2.3% | -4% | 14% | 3.3% | -6% | 1.7 | 73
Cc1ccc(N2CC(C(=O)Nc3nc4ccc(S(C)(=O)=O)cc4s3)CC2=O)cc1C (stereo not given) | . | . | -7% | . | . | 2.5% | 6% | -9% | -0.1% | -7% | 0.2 | 44
COc1ccc(Cc2nnc(SCC(=O)NCCc3ccccc3)o2)cc1 | i | -46 | -11% | 25 | 15 | 0.8% | 4% | 4% | 0.7% | -6% | -1.0 | 89 | Dengue-2 NS5 capping pilot replicate=-5.3
CCOc1cccc(C(=O)Nc2cnn(Cc3ccccc3)c2)c1 | i | -23 | -11% | 9 | -13 | 8.1% | 0% | -3% | 1.0% | -6% | -0.7 | 59
CCCCOc1ccc(OCCNC(=O)C2CCCN2C(=O)Nc2ccccc2)cc1 (stereo not given) | . | . | -8% | . | . | 13% | -6% | -4% | 0.0% | -2% | -1.4 | 42
CCOc1cc(S(=O)(=O)N(CC)CC)ccc1Br | i | 5 | -3% | -17 | -2 | 0.4% | 2% | 2% | 0.0% | -3% | -0.7 | 73
Cc1cccc(C)c1OCC(=O)N/N=C/c1ccncc1 | i | 4 | 4% | 4 | 3 | 1.1% | -2% | 1% | 0.1% | -2% | -0.3 | 90
COc1ccc(Nc2nnc(-c3ccc(C(=O)NCCO)cc3)c3ccccc23)cc1 | . | . | -2% | . | . | 1.4% | 12% | 0% | 0.7% | -9% | 1.4 | 61
O=C(O)c1cc(C2CC2)nc2ccccc12 | i | 18 | -2% | 11 | 0 | 0.0% | 8% | -9% | 1.9% | -3% | -1.1 | 59
COc1ccc(CCNc2nnc(C)c(=O)[nH]2)cc1OC | i | 7 | -5% | 5 | 26 | 1.2% | 19% | 2% | 0.4% | -4% | 1.5 | 33
CC(C)(C)C(=O)N1CCN(c2ncnc3scc(-c4ccccc4)c23)CC1 | . | . | -4% | . | . | 2.4% | 6% | 12% | -0.1% | 3% | 1.9 | 92
O=C(Cn1c(C(F)(F)F)nc2ccccc21)c1ccc(F)cc1 | i | 2 | -6% | -7 | -7 | 1.4% | -7% | 0% | 5.8% | -3% | 0.5 | 63
CCc1nc2ccccc2c(NC(=O)CN2CC(C)CC(C)C2)c1C (stereo not given) | i | 9 | -4% | -12 | 2 | -0.8% | 4% | 27% | -0.6% | -4% | 0.4 | 37
COc1ccccc1NC(=O)C1CCN(S(=O)(=O)c2cccc3nonc23)CC1 | . | . | -4% | . | . | 1.2% | 6% | 8% | 0.0% | -5% | -0.8 | 52
O=C(O)c1ccc(COc2ccc3ccccc3c2/C=C2/NC(=O)N(Cc3ccc(F)cc3)C2=O)cc1 | i | -13 | -4% | -22 | -3 | . | -1% | 15% | 0.3% | 5% | . | .
CCn1ncc(C2=NOC(C(=O)Nc3ccc4c(c3)OCO4)C2)c1C (stereo not given) | i | 1 | -8% | -6 | -10 | -0.4% | 10% | 16% | 0.0% | -6% | 0.9 | 66
COc1ccc(C)cc1NC(=O)COC(=O)Cc1ccc(-c2ccccc2)cc1 | i | -8 | -6% | 47 | 15 | 4.0% | 24% | 24% | 6.2% | -5% | 1.3 | 38
Cc1ccc2c(c1)N(CC(=O)N1CCC(O)CC1)C(=O)CO2 | . | . | -12% | . | . | . | 8% | 20% | 0.1% | -16% | 0.6 | 44
Cc1ccc(C2CC(C(F)(F)F)n3ncc(C(N)=O)c3N2)cc1 (stereo not given) | i | 14 | -2% | -20 | -5 | 0.1% | 6% | -5% | 1.3% | -9% | 0.6 | 39
O=C(OCCN=C1NS(=O)(=O)c2ccccc21)c1cccnc1 | i | -11 | -2% | 4 | 8 | 1.6% | -1% | -2% | 2.6% | -5% | -2.8 | 56
